# PrPC surface inh: reduces human prion protein on the cell surface; P04156; cell surface PrPC, TR-FRET read-out; inhibition, % at 13.8 µM; 0.43% of 370,000 active; in the data active = inhibition above about 24%; note: 0% = median of the test wells and 100% = reference compound wells
# Anthrax LF prot: anthrax lethal factor protease inhibition. multiplex microsphere protease cleavage assay, LF. inhibition, % at 10 µM. 0.12% of 360,000 active. AID 588501; note: plate controls were buffer without enzyme for full effect and enzyme alone for no effect
# PfHsp40 rescue: compounds rescuing yeast from Plasmodium falciparum HSP40 toxicity | S. cerevisiae expressing PfHsp40, growth rescue, ATP luminescence | growth rescue, % at 12.5 µM | 0.68% of 340,000 active; in the data active = growth rescue above about 28%, passing the limit was not always enough; inconclusive = no clear call, values can overlap the other calls;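 note: yeast W303a lacking pdr1 and pdr3 grown in galactose medium; growth measured after three days at 30 °C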
# Vc quorum ag: inducers of Vibrio cholerae quorum light production without autoinducers; V. cholerae BH1578 lux reporter, luminescence, 6 h; 0.16% of 350,000 active; AID 588436; activation, % at 18.7 µM; in the data active = activation mostly above about 9.7%, no sharp cut-off; inconclusive = no clear call, values can overlap the other calls; inactive = mostly below about 3.7%; note: not every result past the cut was called active; inactives centre near 0; reference of the scale not given here
# Y pestis TopoI: Y. pestis Topo-I inhibition via cleavage products; Y. pestis Topo-I cleavage product accumulation, plate reader; activity, % at 10 µM; 0.064% of 360,000 active; AID 504884; in the data active = activity above about 50%, passing the limit was not always enough; inconclusive = no clear call, values can overlap the other calls; note: inactives centre near 2
# PriA SSB inh: blocks PriA binding to SSB C-terminal tail; AlphaScreen SSBct-PriA binding, biotinylated peptide; inhibition, % at 33 µM; 0.6% of 430,000 active; in the data active = inhibition mostly above about 37%, no sharp cut-off; inactive = mostly below about 20%;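 note: plate controls were negative control peptide for no effect and reference peptide for full effect; strong numbers were not always called active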
# 3CLpro inhibitor: SARS-CoV 3CLpro protease inhibition; inhibition, % at 6 µM; AID 1706; recombinant SARS-CoV 3CLpro, quenched FRET peptide cleavage; 0.14% of 290,000 active; in the data active = inhibition above about 12%
# TcdB GH inh: inhibitors of Clostridioides difficile toxin B glycohydrolase | 0.24% of 350,000 active | inhibition, % at 9.99 µM | TcdB glycohydrolase enzymatic assay, plate reader | AID 652162 | P18177; in the data active = inhibition above about 10%
# BoNT A protease: blocks Botulinum neurotoxin A light chain protease. multiplex microsphere protease substrate cleavage, flow cytometry. inhibition, % at 10 µM. 0.17% of 360,000 active; note: plate controls were buffer without enzyme for full effect and enzyme alone for no effect
# Active calls of the source: *; i = inactive; ? = inconclusive; . = not tested or not shown; & = joins results of further samples. Cut-off read from the data, not from the text of the source, unless noted: active = inhibition above about 30%; inconclusive = no clear call, values can overlap the other calls; inactive = below that. The list is partial (hit frequency here may not be typical).
1: O=C1CCN(C(=O)Cc2ccccc2[N+](=O)[O-])CC1
2: CC(CN1CCCCC1)OC(=O)C(C)(c1ccccc1)c1ccccc1 (stereo unspecified)
3: CCC1(CC)NC(=O)N(CC(=O)OCC(=O)Nc2cc(OC)ccc2OC)C1=O
4: O=C(Nc1ccc2oc(-c3ccccc3F)nc2c1)c1ncn[nH]1
5: c1ccc2c(CN3CCCCC3)csc2c1
6: CCN(CC)S(=O)(=O)c1ccc(OC(C)C)c(NC(=O)C2=COCCO2)c1

entry no. | 1 | 2 | 3 | 4 | 5 | 6
PrPC surface inh | -12 | -2 | -1 | 1 | -4 | 6
Anthrax LF prot | 5 | -4 | -7 | -1 | 1 | -3
PfHsp40 rescue | -0.7 | -0.3 | -1.9 | -1.1 | -2.1 | -1.7
Vc quorum ag | -1.5 | i | -1.6 | 0.1 | i | 4.3
Y pestis TopoI | -14 | 0 | 3 | 3 | -3 | 14
PriA SSB inh | -19 | -1 | 1 | -2 | -2 | -6
3CLpro inhibitor | 2 | 0 | . | 0 | -2 | .
TcdB GH inh | 1.6 | . | 0.8 | . | 0.0 | 2.0
BoNT A protease | -1.2 | -0.7 | -0.2 | 0.5 | -0.9 | 0.7

# Reprinted from the part before: two compounds; new compounds follow.
5: c1ccc2c(CN3CCCCC3)csc2c1
6: CCN(CC)S(=O)(=O)c1ccc(OC(C)C)c(NC(=O)C2=COCCO2)c1
7: CCCN(CCC)S(=O)(=O)c1ccc(NC(=O)COc2ccccc2)cc1
8: COc1ccc(C(=O)Nc2cc(OC)nc(OC)n2)cc1
9: COc1ccc(C(=O)Nn2c(C)nc3ccccc3c2=O)cc1[N+](=O)[O-]
10: CC1CCC2(CC1)NC(=O)N(NC(=O)c1cc3ccccc3o1)C2=O (stereo unspecified)
11: O=c1oc2ccccc2c(O)c1C=NCc1ccccn1
12: S=C(NCCc1ccccc1)N1CCCCC1

entry no. | 5 | 6 | 7 | 8 | 9 | 10 | 11 | 12
PrPC surface inh | -4 | 6 | -2 | -2 | 2 | -3 | -2 | 16
Anthrax LF prot | 1 | -3 | 2 | -7 | 2 | -7 | -2 | 1
PfHsp40 rescue | -2.1 | -1.7 | -0.6 | 6.7 | -1.2 | -1.4 | -1.1 | 1.8
Vc quorum ag | i | 4.3 | i | 0.0 | -2.2 | i | i | -0.7
Y pestis TopoI | -3 | 14 | -4 | 3 | 4 | 3 | -3 | -2
PriA SSB inh | -2 | -6 | -12 | -5&-16 | -9 | 4 | 5 | -12
3CLpro inhibitor | -2 | . | 1 | -2 | 0 | . | 1 | 3
TcdB GH inh | 0.0 | 2.0 | . | . | 1.9 | 1.4 | . | 0.9
BoNT A protease | -0.9 | 0.7 | ? | 0.1 | -3.1 | 2.1 | -1.1 | -1.1

13: O=C(CCCOc1ccccc1)Nc1cccc(S(=O)(=O)N2CCCCC2)c1
14: COc1cc(/C=N/NC(=O)c2cc(C)oc2C)ccc1OCc1ccccc1
15: Cc1ccc(NC(=O)c2cc(-c3ccccc3O)n[nH]2)cc1C
16: Cc1ccc(Nc2nc3c([nH]2)c(=O)[nH]c(=O)n3C)cc1
17: COc1ccc(Nc2cc(Nc3ccccc3)ncn2)cc1
18: COc1ccc2c(c1)cc(C(=O)N[C@H](C(=O)N1CCC[C@H]1C(=O)O)C(C)C)n2C

entry no. | 13 | 14 | 15 | 16 | 17 | 18
PrPC surface inh | 4 | 0 | -4 | -4 | 1 | 1
Anthrax LF prot | 3 | 1 | -1 | -3 | -15 | -18
PfHsp40 rescue | -0.1 | 4.1 | -0.8 | -1.5 | -0.8 | -0.8
Vc quorum ag | -2.5 | i | 0.1 | 0.4 | -1.0 | -0.6
Y pestis TopoI | 27 | 12 | 0 | 1 | -6 | 6
PriA SSB inh | -28 | . | -2 | -8 | -8 | 3
3CLpro inhibitor | . | -3 | 1 | 0 | -1 | 7
TcdB GH inh | -0.2 | -0.1 | -0.7 | . | 0.6 | 0.8
BoNT A protease | 1.3 | 1.8 | -3.0 | -0.7 | -1.5 | -0.7

19: Cc1ccc(C(=O)OCC(=O)N(Cc2ccccc2)C(C)C)cc1C
20: Cc1ccc(N(Cc2cc3ccccc3[nH]c2=O)C(=O)c2cccs2)cc1
21: CCc1ccc(OCCCC(=O)O)c(Br)c1
22: O=C(Nc1ccccn1)c1ccc(Br)c(S(=O)(=O)N2CCCCC2)c1
23: Cc1ccc(-n2c(N)c(C#N)c(-c3ccc(Cl)cc3)c(C#N)c2=O)cc1
24: O=C(O)C1CCCCC1C(=O)Nc1nc(-c2cccs2)cs1 (stereo unspecified)

entry no. | 19 | 20 | 21 | 22 | 23 | 24
PrPC surface inh | -7 | 14 | -7 | -1 | 4 | 0
Anthrax LF prot | -3 | -2 | -1 | -1 | -5 | -5
PfHsp40 rescue | 8.4 | 3.6 | 2.2 | 0.2 | 0.0 | 2.0
Vc quorum ag | . | -0.3 | i | -0.3 | i | -0.4
Y pestis TopoI | -3 | 4 | -1 | 1 | 8 | -1
PriA SSB inh | -13 | -4 | -4 | -7 | -8 | -2
3CLpro inhibitor | . | -10 | -1 | 3 | -8 | 2
TcdB GH inh | 0.7 | . | -1.5 | -0.2 | . | .
BoNT A protease | 0.1 | 0.5 | -0.7 | 0.6 | -0.3 | -0.8

25: COc1ccc(NC(=O)c2c(-c3c(Cl)cccc3Cl)noc2C)cn1
26: Cc1nnc(SCCN2CCOCC2)n1C
27: COc1ccc(S(=O)(=O)N2CCCC2)c(C)c1C
28: O=C(O)c1c(Cl)c(Cl)c(Cl)c(Cl)c1C(=O)N1CCCCCC1
29: CCc1ccc(NC(=O)C(=O)NCc2ccccn2)cc1
30: CC(=O)Nc1ccc(NC(=O)C(C)OC(=O)CNC(=O)c2cccs2)cc1 (stereo unspecified)

entry no. | 25 | 26 | 27 | 28 | 29 | 30
PrPC surface inh | -3 | -3 | 7 | -2 | -3 | -4
Anthrax LF prot | 2 | -2 | -2 | -4 | -3 | 3
PfHsp40 rescue | -1.9 | 0.6 | -1.6 | -0.2 | -1.7 | 0.1
Vc quorum ag | 0.5 | -0.7 | 3.0 | i | -0.5 | 5.4
Y pestis TopoI | -11 | -5 | 17 | -10 | 0 | 4
PriA SSB inh | -4 | -18 | -5 | 7 | -2 | -6
3CLpro inhibitor | 2 | -1 | -2 | 5 | 2 | .
TcdB GH inh | 1.5 | . | . | -0.9 | 1.8 | 2.5
BoNT A protease | 2.3 | -0.9 | 2.0 | 0.0 | -0.2 | 2.3

# Results in Y pestis TopoI, TcdB GH inh and PfHsp40 rescue (5 entries from above):
cpd	Compound	Y pestis TopoI	TcdB GH inh	PfHsp40 rescue
6	CCN(CC)S(=O)(=O)c1ccc(OC(C)C)c(NC(=O)C2=COCCO2)c1	14	2.0	-1.7
22	O=C(Nc1ccccn1)c1ccc(Br)c(S(=O)(=O)N2CCCCC2)c1	1	-0.2	0.2
21	CCc1ccc(OCCCC(=O)O)c(Br)c1	-1	-1.5	2.2
18	COc1ccc2c(c1)cc(C(=O)N[C@H](C(=O)N1CCC[C@H]1C(=O)O)C(C)C)n2C	6	0.8	-0.8
9	COc1ccc(C(=O)Nn2c(C)nc3ccccc3c2=O)cc1[N+](=O)[O-]	4	1.9	-1.2

# Reprinted at random: 2 compounds from above, in no set order.
27: COc1ccc(S(=O)(=O)N2CCCC2)c(C)c1C
25: COc1ccc(NC(=O)c2c(-c3c(Cl)cccc3Cl)noc2C)cn1

entry no. | 27 | 25
PrPC surface inh | 7 | -3
Anthrax LF prot | -2 | 2
PfHsp40 rescue | -1.6 | -1.9
Vc quorum ag | 3.0 | 0.5
Y pestis TopoI | 17 | -11
PriA SSB inh | -5 | -4
3CLpro inhibitor | -2 | 2
TcdB GH inh | . | 1.5
BoNT A protease | 2.0 | 2.3

# Compound activity deposited in PubChem by several laboratories.
